FUS yeast rescue: rescues growth of FUS-expressing yeast. AID 1347120. Potency, µM (top dose mostly 76.6 µM), for inactives: at the highest dose growth rescue (activation), usual class: activators. S. cerevisiae FUS-expressing, growth rescue, OD600, 24 h. 390,000 compounds, 0.24% hits;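 note: potency is the fitted concentration of half-maximal effect; plate controls were DMSO vehicle for no effect and reference control for full effect; nearly all actives have a fitted effect of over 55% in size; some results filed as inactive show a strong effect at the top dose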
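Cultures pregrown in 2.5% raffinose medium are shifted to minimal medium containing 2% galactose to express toxic FUS. Compounds are tested at several concentrations. After 24hr at 30C, growth is quantified at 600 nm absorbance.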
TDP-43 yeast inh: inhibitors of TDP-43 toxicity in yeast. Potency, µM (titrated, usually from 46.1 µM), for the others: at the top dose growth rescue (activation), most hits filed as activators. TDP-43 expressing yeast growth rescue, BacTiter-Glo, 24 h. 410,000 compounds, 1.8% hits; note: potency is the fitted concentration of half-maximal effect; % of control where 0% means no effect; nearly all actives have a fitted effect of over 50% in size
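In this qHTS, compounds that restore growth of yeast expressing TDP-43 appear as activators. Cells (OD600=0.02, galactose medium, raffinose-pregrown) are incubated with compound 24 hr at 30 deg C and growth is quantified by BacTiter-Glo.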
EPAC2 antag: antagonists of human EPAC2 | Potency, µM (titrated, usually from 114 µM), without a hit: at the top dose activity, negative = inhibition, most hits filed as inhibitors | 360,000 compounds, 0.18% hits | EPAC2 GEF exchange of Rap1B-BODIPY-GDP, fluorescence | AID 720708; note: potency is the fitted concentration of half-maximal effect; % is set by controls: 0 for no effect and ±100 for the full control effect; nearly all actives have a fitted effect of over 45% in size; many of its hits are not listed in these tables
Target sequence (Q8WZA2 whole entry, looked up): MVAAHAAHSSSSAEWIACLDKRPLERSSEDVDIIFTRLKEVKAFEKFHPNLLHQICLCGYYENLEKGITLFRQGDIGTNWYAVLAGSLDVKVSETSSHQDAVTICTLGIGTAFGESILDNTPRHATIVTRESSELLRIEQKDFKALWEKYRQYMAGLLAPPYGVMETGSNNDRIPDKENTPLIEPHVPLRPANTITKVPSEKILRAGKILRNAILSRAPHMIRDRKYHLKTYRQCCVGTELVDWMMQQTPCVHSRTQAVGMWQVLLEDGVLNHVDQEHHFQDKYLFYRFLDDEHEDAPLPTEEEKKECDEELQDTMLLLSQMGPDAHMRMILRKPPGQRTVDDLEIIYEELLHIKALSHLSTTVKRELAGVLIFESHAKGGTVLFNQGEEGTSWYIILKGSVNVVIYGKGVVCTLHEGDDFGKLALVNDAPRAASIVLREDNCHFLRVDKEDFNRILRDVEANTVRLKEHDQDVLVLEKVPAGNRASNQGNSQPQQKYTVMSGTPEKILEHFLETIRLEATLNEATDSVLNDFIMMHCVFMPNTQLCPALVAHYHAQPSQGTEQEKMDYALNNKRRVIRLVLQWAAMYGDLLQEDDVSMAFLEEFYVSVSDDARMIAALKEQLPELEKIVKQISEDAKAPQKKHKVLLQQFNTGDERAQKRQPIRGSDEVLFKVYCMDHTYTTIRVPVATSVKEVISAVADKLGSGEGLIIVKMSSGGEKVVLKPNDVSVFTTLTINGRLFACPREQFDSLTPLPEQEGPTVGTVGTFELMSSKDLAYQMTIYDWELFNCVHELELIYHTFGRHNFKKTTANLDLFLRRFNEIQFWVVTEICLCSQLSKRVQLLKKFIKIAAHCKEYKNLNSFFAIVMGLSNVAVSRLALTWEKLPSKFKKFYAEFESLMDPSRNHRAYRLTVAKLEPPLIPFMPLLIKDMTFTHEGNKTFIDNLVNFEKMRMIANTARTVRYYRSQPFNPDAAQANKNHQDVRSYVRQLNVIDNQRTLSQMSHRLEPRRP
Abeta rescue: compounds reversing amyloid beta toxicity in yeast | yeast expressing A-beta42, growth rescue, OD600, 48 h; response scale: 0% DMSO, 100% iron-clioquinol control | Potency, µM (series often up to 46.1 µM), inactives show at the top dose growth rescue, actives largely listed as activators | 410,000 compounds, 0.063% hits | AID 1347071; note: potency is the fitted concentration of half-maximal effect; nearly all actives have a fitted effect of over 55% in size
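Growth rescue measured by 600 nm absorbance after 48 h yeast culture at 30 C with compound. Values normalized between DMSO and an equimolar ferric chloride plus clioquinol control.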
D3 ag: activates the human D3 dopamine receptor. P35462. D3R DiscoveRx beta-arrestin cells, luminescence, 90 min. max activation, %. 410,000 compounds, 0.58% hits; in the data active = max activation above about 30%; note: 0% is about no effect; mostly tested at two doses, the higher about 12 µM
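Agonist-mode cell screen: cells plated at 1500/well and incubated overnight at 37 °C, then exposed to library compounds for 90 min at 37 °C. Detection reagent was added for 30–60 min at room temperature, and luminescence was read.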
aSyn yeast inh: inhibitors of alpha-synuclein toxicity in yeast. 370,000 compounds, 0.14% hits. Potency, µM (titrated, usually from 46.1 µM), for inactives: at the top dose growth rescue (activation), actives largely listed as activators. Yeast expressing alpha-synuclein, growth rescue, BacTiter-Glo, 24 h; note: potency is the fitted concentration of half-maximal effect; % of control where 0% means no effect; nearly all actives have a fitted effect of over 65% in size
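Galactose-induced alpha-syn yeast (OD600=0.02, raffinose-pregrown) + pinned cpd, 24 hr, 30 deg C; growth by BacTiter-Glo luminescence. Growth restoration scores as activation.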
EPAC2 ag: EPAC2 (human) agonism | Q8WZA2 | EPAC2 activation, biochemical qHTS; response scale: 100% = 6.5 mM cAMP response | Potency, µM (titrated, usually from 154 µM), for the others: at the highest dose activation, most hits filed as activators | 360,000 compounds, 0.079% hits | AID 720711; note: potency is the fitted concentration of half-maximal effect; nearly all actives have a fitted effect of over 50% in size
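Each well held 100 nM EPAC2, 250 nM RAP1B-BODIPY-GDP and 50 uM GDP. Fluorescence, read at 5-min intervals to 30 min, was referenced to a 6.5 mM cAMP positive control.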
D3 antag: D3 dopamine receptor (human) antagonism | P35462 | D3R cells, DiscoveRx beta-arrestin luminescence, antagonist mode; stronger effect = lower value | max response, negative = inhibition, % | 360,000 compounds, 2.5% hits; in the data active = max response below about -50%; inconclusive = no clear call, values can overlap the other calls; note: % is set by controls: 0 for no effect and ±100 for the full control effect; mostly tested at two doses, the higher about 12 µM
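Cells plated overnight at 1500 cells/well, then exposed to library compounds with dopamine controls for 90 minutes at 37 degrees C. DiscoveRx reagent added for 30–60 minutes at room temperature; luminescence read, quantitative HTS format.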
Numbers without * were called inactive; ? = inconclusive; / = not tested or not shown; [ ] = dose if it differs, or a comment. Unless noted, calls come from the whole dose curve; as a rule, active = well fitted curve in the direction sought with a large enough effect; inconclusive = small, poorly fitted or top-dose-only effect, or another doubt; inactive = no such curve, though single readings can be large; an effect the other way counts as inactive or inconclusive. These rows are one share of the data; count on the stated rates, not on these rows.

canonical_smiles	FUS yeast rescue	D3 antag	Abeta rescue	EPAC2 antag	D3 ag	EPAC2 ag	aSyn yeast inh	TDP-43 yeast inh
CC(=O)Nc1ccc(S(=O)(=O)NC2CC(=O)N(c3cccc(F)c3)C2)cc1 (stereo not given)	-4%	9	-7%	5%	4	-4%	3%	-3%
CN(C)C(C(=O)Nc1cc(Cl)cc(Cl)c1)c1ccccc1 (stereo not given)	11%	-18	-1%	-13%	-13	24%	0%	3%
Cn1c(Cl)c(/C=N/OC(=O)c2ccccc2Cl)c2ccccc21	-19%	44	2%	-7%	-5	8%	-3%	-1%
Cc1cc(NC(=O)c2ccccc2)nc2c1c(=O)oc1ccccc12	-16%	50	3%	-4%	8	-7%	7%	7%
Cc1ccc(-n2nnnc2-c2cccnc2)cc1	-23%	-6	-11%	-1%	3	3%	-7%	16%
CCc1ccc(S(=O)(=O)NC2CC(C)(C)NC(C)(C)C2)cc1	20%	?	4%	-10%	-16	-2%	-1%	/
COc1ccc([N+](=O)[O-])cc1NC(=O)Nc1cccc(Cl)c1	/	-27	5%	6%	-9	-13%	0%	5%
COCCN(C(=O)/C=C/c1cccc([N+](=O)[O-])c1)c1c(N)n(Cc2ccccc2)c(=O)[nH]c1=O	42%	-10	-6%	?	3	7%	-5%	-11%
O=C(c1cc2ccccc2o1)N1CCN(S(=O)(=O)c2cccs2)CC1	-7%	-56*	16%	4%	10	11%	1%	?
O=C(CSc1nc2ncccc2[nH]1)Nc1cc(F)ccc1F	-13%	/	-10%	/	-6	/	/	22%
Cc1cc2c(=O)oc(-c3ccccc3Br)nc2s1	23%	0	3%	?	-3	7%	5%	6%
COC(=O)[C@@H](NC(=O)c1cc(COc2cncc(Cl)c2)on1)c1ccccc1	/	-15	-3%	5%	2	11%	14%	-19%
COc1cccc(NC(=O)CSc2nnc(CNC(=O)c3ccccc3)n2C)c1	24%	3	-4%	7%	-10	-1%	-5%	0%
Cc1ccc(-n2nnc(-c3nsc(NC(=O)c4ccccc4C)n3)c2C)cc1Cl	3%	/	-14%	/	-14	/	/	11%
COC(=O)c1c(-c2ccc(Cl)cc2)noc1N1CCN(c2cccc(OC)c2)CC1	-20%	/	-11%	/	82*	/	/	0%[9.22 µM]
COc1ccc(CNC(=O)CC[C@H]2O[C@@H](n3cc(C)c(=O)[nH]c3=O)C[C@@H]2O)cc1	-14%	7	-2%	3%	11	7%	4%	0%
Cc1cc(C)cc(C(=O)NCCCc2ccccc2)c1	-12%	6	14%	-5%	2	4%	2%	26%
CCC(CC)C(=O)Nc1cccc(/C(C)=N/NC(=O)c2ccccc2Cl)c1	3%	1	6%	1%	4	-1%	1%	-4%
CCN(C(=O)COC(=O)c1cc2c(s1)CCCCC2)C1CCS(=O)(=O)C1 (stereo not given)	/	-22	-9%	10%	-6	3%	-2%	10%
CC(C)C(=O)N1CCN(c2ccccc2NC(=O)c2ccc([N+](=O)[O-])o2)CC1	17%	2	-8%	6%	-4	-6%	-8%	9%

Reformatted with each value named: 3 of the compounds above
Molecule: COC(=O)c1c(-c2ccc(Cl)cc2)noc1N1CCN(c2cccc(OC)c2)CC1
  FUS yeast rescue: -20%	D3 antag: /	Abeta rescue: -11%	EPAC2 antag: /	D3 ag: 82*	EPAC2 ag: /	aSyn yeast inh: /	TDP-43 yeast inh: 0%[9.22 µM]

Molecule: Cc1cc(NC(=O)c2ccccc2)nc2c1c(=O)oc1ccccc12
  FUS yeast rescue: -16%	D3 antag: 50	Abeta rescue: 3%	EPAC2 antag: -4%	D3 ag: 8	EPAC2 ag: -7%	aSyn yeast inh: 7%	TDP-43 yeast inh: 7%

Molecule: CCC(CC)C(=O)Nc1cccc(/C(C)=N/NC(=O)c2ccccc2Cl)c1
  FUS yeast rescue: 3%	D3 antag: 1	Abeta rescue: 6%	EPAC2 antag: 1%	D3 ag: 4	EPAC2 ag: -1%	aSyn yeast inh: 1%	TDP-43 yeast inh: -4%

The list continues:
canonical_smiles	FUS yeast rescue	D3 antag	Abeta rescue	EPAC2 antag	D3 ag	EPAC2 ag	aSyn yeast inh	TDP-43 yeast inh
Cc1cc(Cn2nnnc2-c2ccncc2)cc(C)c1O	9%	-13	1%	1%	10	8%	-5%	10%
O=C(O)C1CC1C(=O)N1CCN(c2ccc(Cl)c(Cl)c2)CC1 (stereo not given)	15%	-14	-12%	-2%	-1	-3%	-3%	-6%
CCc1nc2c(OCCn3cccc3)cccn2c1N(C)C(=O)c1ccco1	-4%	23	3%	4%	7	11%	-10%	14%
COc1ccc(OC)c(-c2csc(N(Cc3ccco3)C(=O)c3cccs3)n2)c1	17%	-16	-14%	-1%	0	3%	-5%	12%
Cc1ccc(-c2nnc(SCC(=O)Nc3ccc4c(c3)OCCO4)n2N)cc1	12%	28	5%	3%	-5	-9%	-1%	-2%
COC(=O)CN1C(=O)CSc2ccc(S(=O)(=O)N3CCOCC3)cc21	9%	/	-7%	/	-10	/	/	-3%
Cc1cc(N2C(=O)C(=O)/C(=C(/O)c3ccccc3)C2c2cccs2)no1 (stereo not given)	2%	-17	21%	4%	-5	2%	5%	14%
COC(=O)c1[nH]c(C)c(/C(O)=C2\C(=O)C(=O)N(CCN3CCOCC3)C2c2ccc(C)o2)c1C (stereo not given)	-1%	7	11%	4%	5	9%	-8%	4%
CC1CCc2sc(C(=O)Nc3ccc(C(N)=O)cc3)cc2C1 (stereo not given)	32%	-1	-4%	3%	4	-4%	6%	10%
COCCn1cnc2c1c(=O)n(CC(=O)O)c(=O)n2Cc1ccccc1	-15%	-3	0%	2%	3	5%	-6%	3%
Cc1ccc(S(=O)(=O)N2C[C@@H]3CCCC[C@@H]3[C@@H](C)[C@H]2c2cn(Cc3ccccc3)c3ncccc23)cc1	39%	-14	1%	-5%	7	7%	1%	6%
CCc1ccc(OCCOCC(O)CN2CCN(Cc3ccc(Cl)cc3)CC2)cc1 (stereo not given)	15%	3	3%	0%	-5	3%	9%	-4%
Cc1cc2c(N=NC(=O)CCc3ccccc3)c(O)[nH]c2cc1Br	15%	-16	-10%	4%	7	-1%	4%	-6%
Cc1cccc(C(=O)NCC(=O)OCC(=O)c2cc(C)n(CC3CCCO3)c2C)c1 (stereo not given)	-7%	6	-9%	1%	11	6%	6%	8%
O=c1c2cc3c(cc2nc2sc(Nc4ccc(F)c(Cl)c4)nn12)OCO3	11%	/	-21%	/	5	/	/	-5%
Clc1ccc(Cc2noc(Cc3ccccc3)n2)cc1Cl	1%	?	-7%	-8%	-7	17%	-6%	-8%
C=C(C)c1cccc(C(C)(C)NC(=O)Nc2ccc(OC)cc2)c1	-14%	12	-6%	7%	1	-2%	-6%	14%
COC(=O)c1ccc(SCC(=O)NC2CCCCC2)c([N+](=O)[O-])c1	4%	20	-14%	19%	8	-7%	-3%	-9%
CC(=O)Nc1ccc(NC(=O)C(C)OC(=O)CNS(=O)(=O)c2ccc(Br)cc2Cl)cc1 (stereo not given)	?	21	-18%	16%	5	3%	-1%	0%
O=C(CSC1=N/C(=C/c2ccco2)C(=O)N1c1ccc(OC(F)F)cc1)NC1CCS(=O)(=O)C1 (stereo not given)	25%	-14	0%	-7%	-4	13%	0%	8%
COc1cccc(CNC(=O)c2cccc(-n3c(C)nc4cccnc43)c2C)c1	2%	/	-8%	/	10	/	/	17%
Clc1cccc(C2Nc3cccc4cccc(c34)N2)c1Cl	6%	3	?	-29%	-5	10%	7%	?
CC1(C(=O)Nc2ccccc2)Cc2c(-c3cccc(C(F)(F)F)c3)ccnc2O1 (stereo not given)	24%	-20	5%	-3%	3	6%	27%	0%
CCOC(=O)NNC1CC(=O)N(c2ccccc2)C1=O (stereo not given)	-25%	-23	0%	14%	-1	2%	-7%	-4%
COc1cc(C2c3c([nH]c(=O)[nH]c3=O)Nc3ccc4ccccc4c32)ccc1O (stereo not given)	18%	3	4%	?	-4	9%	-5%	-17%
Cc1ccc(-n2nc(CO)c(C(=O)NCCc3ccccc3)n2)cc1C	3%	/	-20%	/	-6	/	/	-9%
CCOc1ccc(S(=O)(=O)N2CCN(S(=O)(=O)c3ccc(C)c(C)c3)CC2)cc1	17%	-5	-9%	3%	-7	6%	-3%	0%
COc1ccc(N=Cc2c(O)c3ccccc3n2C(C)=O)cc1	-7%	-11	-17%	8%	-15	?	-5%	-7%
COc1ccccc1NC(=S)NC(=O)CCCOc1ccc(Cl)cc1Cl	-4%	6	3%	-14%	-5	8%	0%	12%
CC(C)N(Cc1ccccc1)C(=O)COC(=O)C1CCCCC1	6%	1	-3%	4%	2	4%	10%	4%
COc1cccc(C(O)c2ncc(-c3ccccc3OC)[nH]2)c1 (stereo not given)	-11%	0	-20%	-3%	-9	3%	-7%	-9%
COc1ccc(NC(=O)C(=S)N2CCCC2)cc1	0%	-7	4%	-2%	2	-5%	2%	-5%
CC(=O)c1cccc(NC(=O)Oc2ccccc2)c1	0%	-27	-5%	-1%	-11	7%	-4%	1%
CC(C)Cn1c(SC(C)C(=O)Nc2ccc3c(c2)OCCO3)nc2ccccc2c1=O (stereo not given)	8%	-4	2%	-14%	9	13%	2%	-13%
CCCc1nc2ccccc2n2c(-c3ccc(C)cc3)c3c(=O)n(C)c(=O)n(C)c3c12	11%	/	8%	/	-9	/	/	?
Cc1ccnc(NC(=O)c2ccc(Cl)c(S(=O)(=O)N3CCCCC3)c2)c1	22%	24	-4%	3%	3	6%	-17%	?
COc1ccccc1CNC(=O)c1ccc(-c2ccccc2)cc1	7%	8	8%	8%	5	9%	9%	-2%
C/C=C/C(=O)N1CC2(CC(c3cccc(NC(=O)/C(C)=C/C)c3)=NO2)C[C@H]1C(N)=O (stereo not given in full)	-11%	0	0%	18%	-5	6%	-1%	-14%
CCOC(=O)C1CCN(C(=O)COC(=O)CN(C)S(=O)(=O)c2ccc(NC(C)=O)cc2)CC1	16%	7	4%	-1%	-2	-9%	1%	-11%
OC(CON=C1c2ccccc2-c2ccccc21)CN1CCNCC1 (stereo not given)	8%	-18	-7%	5%	3	2%	-7%	-12%
Cc1ccc(Nc2nc(-c3cccs3)cs2)nc1	-27%	-8	-78%[inhibitor]	-3%	3	11%	-25%	?
O=C(CC(c1ccccc1)c1cc(Br)ccc1O)NCC1(c2ccccc2)CCCC1 (stereo not given)	?	/	9%	/	30*	/	/	?
N#Cc1ccccc1S(=O)(=O)Nc1ccc2c(c1)C(=O)OC2	7%	-15	-8%	10%	-7	11%	2%	-6%

Source: PubChem BioAssay (National Center for Advancing Translational Sciences (NCATS))
